IDH1 mut inh = blocks human IDH1 R132H reductase activity; O75874; diaphorase/resazurin fluorescence, 60 min; inhibition, % at 10 µM; 0.18% of 70,000 active; in the data active = inhibition above about 34%;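 note: 0% = DMSO and 100% = no enzyme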
Target sequence (O75874 whole entry R132H): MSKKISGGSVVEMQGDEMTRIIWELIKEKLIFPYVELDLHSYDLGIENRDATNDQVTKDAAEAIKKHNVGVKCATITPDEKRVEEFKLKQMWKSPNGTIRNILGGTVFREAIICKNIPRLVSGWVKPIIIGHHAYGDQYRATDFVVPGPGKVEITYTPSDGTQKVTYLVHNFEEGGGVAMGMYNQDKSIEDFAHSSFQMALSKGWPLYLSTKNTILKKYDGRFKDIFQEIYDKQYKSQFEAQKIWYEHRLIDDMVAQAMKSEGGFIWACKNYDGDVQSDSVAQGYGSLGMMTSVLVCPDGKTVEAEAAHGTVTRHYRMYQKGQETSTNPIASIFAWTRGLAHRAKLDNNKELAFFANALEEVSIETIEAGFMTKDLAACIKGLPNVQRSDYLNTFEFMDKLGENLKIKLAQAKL
PRC2 inh = blocks human EZH2/PRC2 H3K27 methylation; Q15910; DELFIA TRF, 1 h; inhibition, % at 12.5 µM; 0.35% of 57,000 active; AID 651548;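 active = mean inhibition of replicates at least 50% and every single replicate also reaching 50%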;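 note: dimethyl H3K27 on biotinylated H3 21-44 peptide detected by antibody; plate controls were median neutral control wells for no effect and median positive control wells for full effect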
* hit, by the source's call; . = no result given.

Values run as follows: IDH1 mut inh, PRC2 inh
[1] C[C@H]1CN([C@@H](C)CO)C(=O)c2ccccc2-c2ccccc2CO[C@H]1CN(C)C(=O)c1ccccc1
→ 0.7, -13
[2] C[C@@H]1CN([C@@H](C)CO)S(=O)(=O)c2ccc(-c3cccnc3)cc2O[C@H]1CN(C)C(=O)NC1CCCCC1
→ 1.1, .
[3] COc1cccc(NC(=O)N[C@H]2CC[C@H](CC(=O)NCc3ccccn3)O[C@@H]2CO)c1
→ -0.2, 19
[4] COc1cccc(S(=O)(=O)N[C@@H]2C=C[C@@H](CC(=O)NC3Cc4ccccc4C3)O[C@H]2CO)c1
→ 0.0, -1
[5] C[C@H](CO)N1C[C@H](C)[C@H](CN(C)C(=O)Nc2ccccc2)Oc2ccc(NS(=O)(=O)c3ccc(F)cc3)cc2C1=O
→ -0.2, .
[6] C[C@@H]1CN([C@H](C)CO)C(=O)c2cc(NS(=O)(=O)c3ccccc3)ccc2O[C@H]1CN(C)C(=O)NC1CCCCC1
→ ., 8
[7] COC(=O)C1=C2C(=O)c3c(O)cc(CO)cc3OC2C(O)C=C1 (stereo not given)
→ 1.7, .
[8] COc1ccccc1CNC(=O)C[C@@H]1C[C@H]2c3cc(N(C)C)ccc3O[C@H]2[C@@H](CO)O1
→ -1.8, -2
[9] C[C@@H]1CN([C@H](C)CO)C(=O)Cc2cc(NC(=O)CCCCCC(=O)Nc3ccccc3N)ccc2O[C@H]1CN(C)S(=O)(=O)c1ccc(Cl)cc1
→ 0.6, -10
[10] CC(C)c1cn(CC[C@H]2CC[C@H](NS(=O)(=O)c3ccc(F)cc3)[C@H](CO)O2)nn1
→ 0.0, 14
[11] C[C@H]1CN([C@@H](C)CO)C(=O)Cc2cc(NC(=O)Nc3ccccc3)ccc2O[C@H]1CN(C)Cc1ccc(Cl)c(Cl)c1
→ -0.1, .
[12] O=[N+]([O-])c1ccc(N2CCNCC2)cc1NCc1ccccn1
→ 0.2, 11
[13] C[C@H]1CN([C@@H](C)CO)C(=O)c2cc(NC(=O)C3CC3)ccc2O[C@H]1CN(C)Cc1ccc(C(F)(F)F)cc1
→ -0.6, -4
[14] Cc1ccc2oc(-c3cccc(NC(=O)COc4cccc(C)c4C)c3)nc2c1
→ 0.3, -7
[15] Cc1noc(C)c1S(=O)(=O)Nc1ccc2c(c1)C(=O)N([C@@H](C)CO)C[C@H](C)[C@H](CN(C)C)OCCCC[C@@H](C)O2
→ 0.9, .
[16] CCS(=O)(=O)Nc1ccc2c(c1)C(=O)N(C)C[C@@H](OC)[C@@H](C)CN(C(=O)c1ccc3c(c1)OCO3)[C@H](C)CO2
→ 0.2, 5
[17] CO[C@H]1CN(C)C(=O)c2ccc(NS(=O)(=O)c3ccccc3)cc2OC[C@@H](C)N(Cc2cccnc2)C[C@H]1C
→ -0.1, 2
[18] Cc1cc2nc3c(=O)[nH]c(=O)nc-3n(C)c2cc1C=O
→ -6.2, .
[19] C[C@@H]1CN([C@@H](C)CO)S(=O)(=O)c2ccc(C#CCC3CCCC3)cc2O[C@@H]1CN(C)Cc1ccc(C(=O)O)cc1
→ 16, 17
[20] C[C@H]1CN([C@@H](C)CO)C(=O)c2cc(NC(=O)NC3CCCCC3)ccc2O[C@H]1CN(C)CC1CCCCC1
→ 0.1, .
[21] Cc1noc(C)c1NC(=O)N(C)C[C@H]1Oc2ccc(NS(C)(=O)=O)cc2C(=O)N([C@@H](C)CO)C[C@H]1C
→ 0.2, .
[22] COc1ccc(NC(=O)Nc2cccc3c2O[C@@H](CN(C)S(=O)(=O)c2ccc(F)cc2)[C@H](C)CN([C@@H](C)CO)C3=O)cc1
→ 1.2, .
[23] COc1ccc(CN(C)C[C@@H]2OCCCC[C@H](C)Oc3ccc(NS(C)(=O)=O)cc3C(=O)N([C@@H](C)CO)C[C@H]2C)cc1
→ ., -4
[24] CCCCC/C=C\C/C=C\C/C=C\C/C=C\CCCC(=O)OC(CO)CO
→ 0.6, 6
[25] COC(=O)CCCCCCC(=O)N/N=C/c1ccc(-n2ccnc2)cc1
→ 2.8, -2
[26] C[C@@H]1CCCCO[C@H](CN(C)Cc2ccccc2)[C@@H](C)CN([C@H](C)CO)C(=O)c2cc(NC(=O)Nc3ccc(F)cc3)ccc2O1
→ 13, .
[27] COc1ccc(S(=O)(=O)N(C)C[C@H]2OCCCC[C@@H](C)Oc3ccc(NC(=O)Nc4cccc5ccccc45)cc3C(=O)N([C@@H](C)CO)C[C@@H]2C)cc1
→ -0.3, .
[28] Cc1ccccc1-c1ccc2c(c1)O[C@H](CN(C)C(=O)Nc1ccc(F)cc1)[C@@H](C)CN([C@H](C)CO)S2(=O)=O
→ 0.3, 0
[29] O=C(CC1CC1)Nc1ccc2c(c1)[C@H]1C[C@@H](CC(=O)N3CCc4ccccc4C3)O[C@H](CO)[C@H]1O2
→ 1.6, 5
[30] C[C@H]1CN([C@@H](C)CO)C(=O)Cc2cc(NC(=O)Cn3cnnn3)ccc2O[C@@H]1CN(C)C(=O)Nc1cccc2ccccc12
→ 0.6, .

Some of the entries above in a different format:
(27) COc1ccc(S(=O)(=O)N(C)C[C@H]2OCCCC[C@@H](C)Oc3ccc(NC(=O)Nc4cccc5ccccc45)cc3C(=O)N([C@@H](C)CO)C[C@@H]2C)cc1
(28) Cc1ccccc1-c1ccc2c(c1)O[C@H](CN(C)C(=O)Nc1ccc(F)cc1)[C@@H](C)CN([C@H](C)CO)S2(=O)=O
(23) COc1ccc(CN(C)C[C@@H]2OCCCC[C@H](C)Oc3ccc(NS(C)(=O)=O)cc3C(=O)N([C@@H](C)CO)C[C@H]2C)cc1
(22) COc1ccc(NC(=O)Nc2cccc3c2O[C@@H](CN(C)S(=O)(=O)c2ccc(F)cc2)[C@H](C)CN([C@@H](C)CO)C3=O)cc1
(25) COC(=O)CCCCCCC(=O)N/N=C/c1ccc(-n2ccnc2)cc1
(26) C[C@@H]1CCCCO[C@H](CN(C)Cc2ccccc2)[C@@H](C)CN([C@H](C)CO)C(=O)c2cc(NC(=O)Nc3ccc(F)cc3)ccc2O1
compound no.	27	28	23	22	25	26
IDH1 mut inh	-0.3	0.3	.	1.2	2.8	13
PRC2 inh	.	0	-4	.	-2	.

Later entries.
Values run as follows: IDH1 mut inh, PRC2 inh
[31] Cc1noc(C)c1NC(=O)N(C)C[C@@H]1Oc2ccc(NC(=O)CCN3CCOCC3)cc2C(=O)N([C@@H](C)CO)C[C@@H]1C
→ 0.2, .
[32] O=C(NCC[C@@H]1CC[C@@H](NS(=O)(=O)c2ccccc2)[C@H](CO)O1)c1ccccc1F
→ -0.4, 5
[33] COc1ccc(-c2nn(C)c(=O)c3ccccc23)cc1NC(=O)COc1cccc(C)c1
→ -0.2, 8
[34] CCCNC(=O)N(C)C[C@@H]1Oc2ncc(C#C[C@@H](C)O)cc2C(=O)N([C@@H](C)CO)C[C@H]1C
→ -0.9, -13
[35] C[C@@H]1CCCCO[C@@H](CN(C)Cc2ccncc2)[C@H](C)CN([C@H](C)CO)C(=O)c2cc(NC(=O)c3ccccc3)ccc2O1
→ ., 4
[36] CC(C)NC(=O)Nc1ccc2c(c1)CC(=O)N([C@H](C)CO)C[C@@H](C)[C@@H](CN(C)C(=O)Nc1cccc3ccccc13)O2
→ -1.7, 2
[37] C[C@H](CO)N1C[C@H](C)[C@H](CN(C)CC2CCOCC2)Oc2ncc(C#Cc3ccccn3)cc2C1=O
→ 0.4, 6
[38] C[C@@H]1CN([C@@H](C)CO)C(=O)c2cccc(NS(=O)(=O)c3ccc(Cl)cc3)c2O[C@@H]1CN(C)Cc1ccc(C(=O)O)cc1
→ 1.2, .
[39] Cc1nnc(SCC(=O)Nc2ccc(Cl)c(C)c2)s1
→ -0.2, -7
[40] Cc1noc(C)c1NC(=O)Nc1ccc2c(c1)CC(=O)N([C@H](C)CO)C[C@H](C)[C@H](CN(C)C)O2
→ -1.4, .
[41] CO[C@H]1CN(C)C(=O)c2ccc(NC(=O)C3CCCCC3)cc2OC[C@@H](C)N(C(=O)c2ccccc2)C[C@@H]1C
→ 0.0, -2
[42] C[C@@H]1CN([C@@H](C)CO)C(=O)Cc2cc(NC(=O)C3CCCCC3)ccc2O[C@H]1CN(C)S(=O)(=O)c1ccc(Cl)cc1
→ 0.0, .
[43] C[C@H]1CN([C@@H](C)CO)C(=O)CCCn2cc(nn2)CO[C@@H]1CN(C)S(=O)(=O)c1cccs1
→ 0.6, .
[44] CO[C@H]1CN(C)C(=O)c2cc(NC(C)=O)ccc2OC[C@@H](C)N(C(=O)c2ccncc2)C[C@H]1C
→ 0.0, 8
[45] COCC(=O)Nc1ccc2c(c1)[C@@H]1C[C@H](CC(=O)NCc3ccc(OC)cc3)O[C@@H](CO)[C@@H]1O2
→ 0.5, 1
[46] C[C@@H]1CN([C@H](C)CO)C(=O)c2cccc(NC(=O)Nc3ccc(F)cc3)c2O[C@@H]1CN(C)C(=O)Nc1ccc(F)cc1
→ 1.8, .
[47] O=C(O)C[C@H]1CC[C@@H](NC(=O)Nc2cc(F)ccc2F)[C@@H](CO)O1
→ 0.1, 0
[48] O=C(N/N=C/c1cn(S(=O)(=O)c2ccccc2)c2ccccc12)c1ccccn1
→ -0.2, 1
[49] Cc1ccc(S(=O)(=O)N(C)C[C@@H]2Oc3ccc(NC(=O)CCN4CCOCC4)cc3CC(=O)N([C@@H](C)CO)C[C@H]2C)cc1
→ -0.2, -13
[50] C[C@@H]1CN([C@H](C)CO)C(=O)Cc2cc(NC(=O)C3CC3)ccc2O[C@H]1CN(C)C(=O)Nc1cccc2ccccc12
→ -0.4, -6
[51] CC(C)(C)[S@@](=O)N1Cc2cc(C(=O)NCCc3ccncc3)nc(-c3cccc(-c4cccnc4)c3)c2[C@H]1CCO
→ 0.0, -2
[52] C[C@H]1CN([C@@H](C)CO)C(=O)c2cccc(NC(=O)c3ccc(-c4nccs4)cc3)c2O[C@H]1CN(C)CC1CCCCC1
→ 0.9, -1
[53] C[C@@H]1CCCCO[C@@H](CN(C)C(=O)CCC(F)(F)F)[C@H](C)CN([C@@H](C)CO)C(=O)c2cc(NC(=O)C3CCCCC3)ccc2O1
→ -0.1, .
[54] Cc1cc(Br)ccc1NC(=O)Cn1cnc2ccccc2c1=O
→ -0.3, 5
[55] C[C@@H]1CN([C@H](C)CO)S(=O)(=O)c2ccc(C3=CCCCC3)cc2O[C@H]1CN(C)Cc1ccccc1
→ -0.1, 13
[56] CCOC(=O)c1c(NC(=O)Cn2nc(C)c([N+](=O)[O-])c2C)sc2c1CCCC2
→ -0.7, 6
[57] CCC(=O)N(C)C[C@@H]1Oc2cc(/C=C/c3ccccc3)ccc2S(=O)(=O)N([C@H](C)CO)C[C@H]1C
→ 3.0, -20
[58] CCOC(=O)N(C)C[C@H]1OCc2cn(nn2)CCCC(=O)N([C@H](C)CO)C[C@H]1C
→ -3.1, 6
[59] CN(C)CC(=O)Nc1ccc2c(c1)[C@H]1C[C@H](CC(=O)NCCc3ccccc3)O[C@H](CO)[C@H]1O2
→ -0.3, -4
[60] CCNc1nc(SCC(=O)Nc2ccc(Cl)c(Cl)c2)nc(N(C)C)n1
→ -0.3, -18
[61] C[C@H]1CN([C@@H](C)CO)C(=O)c2cc(-c3cncnc3)cnc2O[C@@H]1CN(C)CC1CCOCC1
→ 0.0, .
[62] COc1ccccc1N(CC(=O)N1CCCCC1)S(C)(=O)=O
→ 0.5, .
[63] C[C@@H]1CN([C@H](C)CO)C(=O)c2cc(NC(=O)NC3CCCCC3)ccc2O[C@@H](C)CCCCO[C@@H]1CN(C)Cc1ccc(Cl)c(Cl)c1
→ -1.2, .
[64] CO[C@H]1CN(C)C(=O)c2cc(NS(C)(=O)=O)ccc2OC[C@H](C)N(Cc2cccnc2)C[C@H]1C
→ 0.0, 4
[65] O=C(NO)c1cccc(C(=O)N/N=C/c2ccc(Oc3ccccc3)cc2)c1
→ -0.1, -12
[66] CO[C@H]1CN(C)C(=O)c2cc(NC(=O)c3ccno3)ccc2OC[C@@H](C)NC[C@@H]1C
→ -0.1, 6
[67] C[C@@H]1CN([C@@H](C)CO)C(=O)c2cc(C#Cc3cccnc3)cnc2O[C@H]1CN(C)Cc1cccnc1
→ 0.9, .
[68] Cc1csc2c(SCC(O)C(F)(F)F)ncnc12 (stereo not given)
→ 0.3, 0
[69] CCCC(=O)Nc1ccc2c(c1)C(=O)N(C)C[C@@H](OC)[C@@H](C)CN(Cc1ccc(F)cc1)[C@H](C)CO2
→ -0.3, -4
[70] CCC(=O)Nc1ccc2c(c1)OC[C@@H](C)N(Cc1ccccc1OC)C[C@@H](C)[C@H](OC)CN(C)C2=O
→ 0.4, 1
[71] C[C@@H]1CN([C@H](C)CO)C(=O)Cc2cc(NC(=O)Cn3cnnn3)ccc2O[C@H]1CN(C)CC1CC1
→ -0.4, .
[72] C[C@@H]1CN([C@H](C)CO)C(=O)c2cc(NS(C)(=O)=O)ccc2O[C@@H](C)CCCCO[C@H]1CN(C)S(=O)(=O)c1cn(C)cn1
→ -3.1, .
[73] COc1ccc(NC(=O)Nc2cccc3c2O[C@H](CN(C)C(=O)Nc2c(C)noc2C)[C@@H](C)CN([C@H](C)CO)C3=O)cc1
→ 0.6, .
[74] CCCNC(=O)C[C@H]1C[C@@H]2c3cc(NC(=O)NC4CCCC4)ccc3O[C@@H]2[C@H](CO)O1
→ -0.2, 1
[75] C[C@H](CO)N1C[C@H](C)[C@H](CN(C)Cc2ccc(F)cc2)Oc2cc(C#CC3CC3)ccc2S1(=O)=O
→ -0.8, 17
[76] C[C@H](CO)N1C[C@H](C)[C@@H](CN(C)S(C)(=O)=O)Oc2c(NC(=O)NC3CCCCC3)cccc2C1=O
→ 0.1, -4
[77] COCC(=O)Nc1ccc2c(c1)[C@@H]1C[C@H](CC(=O)N3CCc4ccccc4C3)O[C@H](CO)[C@@H]1O2
→ 1.8, 10
[78] C[C@@H]1CN([C@@H](C)CO)C(=O)Cc2cc(NS(=O)(=O)c3cn(C)cn3)ccc2O[C@H]1CN(C)Cc1ccc(C(=O)Nc2ccccc2N)cc1
→ 0.5, .
[79] O=C(N/N=C/C(Br)=C/c1ccccc1)c1ccccn1
→ ., 8
[80] C[C@H]1CN([C@@H](C)CO)C(=O)c2cc(/C=C/c3ccccc3)cnc2O[C@H]1CN(C)C(=O)C1CCOCC1
→ 0.0, .

Compound activity deposited in PubChem BioAssay by Broad Institute.

Not all compounds are listed, so the mix of outcomes need not match the whole.
